High-throughput results deposited in PubChem by Johns Hopkins Ion Channel Center.
TRPC4 act = opens the mouse TRPC4 cation channel. HEK293 TRPC4beta/mu-opioid, Fluo4 calcium fluorescence; active compounds read high. B-score at 10 µM. hit rate 0.49% among 310,000. Q9QUQ5;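 active means B-score above 5 SD of library B-scores, and initial fluorescence ratio not above library mean plus 5 SD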;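 further: positive B-score marks a calcium rise read as TRPC4 activation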
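Technique: kinetic Fluo4 calcium fluorescence; Test system: TRPC4beta and mu-opioid receptor HEK293 stable cells; Measure: B-scored integrated calcium fluorescence ratio; Benchmarks: low control buffer alone, high control maximal DAMGO; Schedule: 45 min room-temperature Fluo4 loading, 110 s read.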
ANO1 activ = mouse TMEM16A channel activation, primary screen; Q8BHY3; HEK293 TMEM16A/YFP-H148Q/I152L, iodide quench fluorescence; active compounds read low; B-score at 10 µM; hit rate 0.3% among 340,000;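 active means fluorescence-ratio B-score plate-corrected deviation score at least 3 library SD below zero, with starting fluorescence score within 5 deviations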;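 further: channel opened by trigger with iodide after compound preincubation; score built on the fluorescence ratio of max minus min over baseline; more negative score means more quench and so TMEM16A activation or potentiation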
Target sequence (Q8BHY3 whole entry, looked up): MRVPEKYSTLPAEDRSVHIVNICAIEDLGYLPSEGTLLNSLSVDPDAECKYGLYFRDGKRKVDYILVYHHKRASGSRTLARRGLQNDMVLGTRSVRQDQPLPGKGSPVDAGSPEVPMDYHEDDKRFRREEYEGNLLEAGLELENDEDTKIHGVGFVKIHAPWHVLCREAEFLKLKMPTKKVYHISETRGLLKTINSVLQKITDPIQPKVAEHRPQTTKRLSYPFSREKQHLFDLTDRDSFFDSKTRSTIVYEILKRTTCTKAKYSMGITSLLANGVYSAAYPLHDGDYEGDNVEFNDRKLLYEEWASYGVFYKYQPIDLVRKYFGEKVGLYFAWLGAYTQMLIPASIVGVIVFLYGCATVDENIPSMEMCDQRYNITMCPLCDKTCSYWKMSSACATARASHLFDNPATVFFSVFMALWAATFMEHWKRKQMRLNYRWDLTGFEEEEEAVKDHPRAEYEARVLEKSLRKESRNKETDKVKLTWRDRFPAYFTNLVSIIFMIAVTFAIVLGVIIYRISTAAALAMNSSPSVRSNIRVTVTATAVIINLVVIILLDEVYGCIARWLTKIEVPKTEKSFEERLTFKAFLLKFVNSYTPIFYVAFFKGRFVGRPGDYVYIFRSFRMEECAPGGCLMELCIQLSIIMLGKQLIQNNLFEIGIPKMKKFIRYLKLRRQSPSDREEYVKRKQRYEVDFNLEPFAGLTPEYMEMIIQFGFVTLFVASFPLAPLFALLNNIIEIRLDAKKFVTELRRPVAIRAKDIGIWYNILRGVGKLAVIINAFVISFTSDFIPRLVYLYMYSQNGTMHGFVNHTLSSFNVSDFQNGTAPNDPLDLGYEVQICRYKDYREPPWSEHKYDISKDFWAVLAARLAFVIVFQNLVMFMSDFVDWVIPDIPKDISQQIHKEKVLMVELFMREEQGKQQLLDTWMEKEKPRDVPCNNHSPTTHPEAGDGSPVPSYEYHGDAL
MrgX1 allo act = allosterically activates human MrgX1 receptor signaling; Q96LB2; MrgX1-HEK293, Fluo-4 calcium flux, FDSS; active compounds read high; B-score at 10 µM; hit rate 0.63% among 310,000;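 active means plate-corrected calcium response at least 3 library SD above typical, normal starting fluorescence, not activating the receptor alone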;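 further: compound read alongside a low EC10 to EC30 dose of BAM8-22 agonist; peak minus trough fluorescence over baseline measured at the second addition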
TRPC6 activator = activators of mouse TRPC6 channel; Q61143; HEK293-TRPC6 membrane potential dye fluorescence; active compounds read high; B-score at 10 µM; hit rate 0.13% among 310,000;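 active means B-score of the integrated fluorescence ratio above library mean plus 3 SD, and starting fluorescence ratio within library mean plus 5 SD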;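 further: higher score means more depolarization so channel activation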
TRPC4 potent = TRPC4 (mouse) allosteric potentiation; Q9QUQ5; B-score at 10 µM; hit rate 0.42% among 310,000; HEK293 TRPC4beta/mu-opioid, DAMGO EC20, Fluo-4 Ca2+ flux; active compounds read high;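 active means B-score of calcium response area above 5 SD of library B-scores, with initial fluorescence ratio within 5 SD of library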;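 further: B-score of integrated fluorescence ratio over time as area under calcium response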
RGS4 block = inhibitors of human RGS4; AID 463165; B-score at 10 µM; P49798; HEK293 M3R/RGS4 inducible, Fluo-4 calcium flux; active compounds read high; triggered by carbachol at its EC20; hit rate 0.45% among 310,000;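 active means B-score, a plate-corrected calcium signal, over three deviations above library mean, with baseline fluorescence within five deviations of library mean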;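 further: RGS4 expression induced by doxycycline in cells with stable M3 receptor; B-score is computed from the integrated fluorescence ratio over baseline after carbachol; higher B-score means a larger calcium signal and so more RGS4 inhibition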
MrgX1 ag = activates human MrgX1 receptor signaling; MrgX1-HEK293 cells, Fluo-4 calcium fluorescence, agonist mode; active compounds read high; Q96LB2; hit rate 0.44% among 310,000; B-score at 10 µM;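 active means calcium response B-score plate-corrected fluorescence ratio at least 3 library SD, with starting fluorescence B-score inside 5 SD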
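times = overnight plating, then 30 min 37 °C plus 30 min room-temperature dye loading | assay system = stable human MrgX1 HEK293 cell line | input = fifteen thousand cells per well | signal = kinetic calcium dye fluorescence, Fluo-4 NW | dosing = compound delivered in addition one of three | read-out = B-scored fluorescence response ratio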
MrgX1 antagonist = antagonists of human MrgX1 receptor | AID 588676 | B-score at 10 µM | Q96LB2 | hit rate 1.3% among 310,000 | MRGX1-HEK293 calcium flux, Fluo-4, BAM8-22 antagonism; active compounds read low;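 active means calcium-response B-score plate-corrected more than 3 library SD below zero, starting fluorescence within 5 deviations, no agonist response on first addition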;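 further: peak minus trough fluorescence over baseline after final BAM8-22 challenge near maximal dose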
TMEM16A inh = inhibitors of mouse TMEM16A calcium-activated chloride channel. HEK293 TMEM16A/YFP iodide influx fluorescence, ionomycin. hit rate 1.2% among 310,000. normalized B-score (activity score, 25-100; higher = stronger inhibition) at 10 µM. Q8BHY3;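 active means ratio plate-corrected score three or more library SD toward inhibition, starting fluorescence score within five deviations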;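 further: score derived from kinetic fluorescence span divided by baseline fluorescence per well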
TRPC6 inh = blocks the mouse TRPC6 cation channel. B-score at 10 µM. AID 2553. HEK293-TRPC6, membrane potential dye, ACh-evoked depolarization; active compounds read low. hit rate 1.1% among 310,000. Q61143;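 active means B-score under library mean minus 3 SD, initial fluorescence not abnormally high, positive integrated signal ratio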;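 further: B-score derived from integrated fluorescence ratio over the kinetic read; more negative B-score means stronger inhibition of depolarization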
TRPC4 block = TRPC4 (mouse) channel inhibition | Q9QUQ5 | HEK293 TRPC4beta/mu-opioid, DAMGO-evoked Fluo4 calcium flux; active compounds read low | B-score at 10 µM | hit rate 0.39% among 300,000 | AID 2247;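 active means B-score over 3 SD under the library average, no early fluorescence shift, positive overall ratio signal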
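test system = HEK293 cells with stable TRPC4beta plus mu-opioid receptor expression | detection = Fluo4 Ca2+ flux fluorescence | read-out = integrated fluorescence ratio relative to baseline, converted to per-well B score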
* = called active by the depositor; i = inactive; · = no result given.

SMILES | TRPC4 act | ANO1 activ | MrgX1 allo act | TRPC6 activator | TRPC4 potent | RGS4 block | MrgX1 ag | MrgX1 antagonist | TMEM16A inh | TRPC6 inh | TRPC4 block
O=C(OCCCCN1C(=O)c2ccccc2C1=O)c1ccc(Br)o1 | i | i | i | i | i | i | i | i | i | i | i
CCOC(=O)c1sc(NC(=S)NC(=O)c2ccc(OC)cc2)nc1C | i | i | i | i | i | i | i | i | i | i | i
CCc1ccccc1N1CC23C=CC(O2)C(C(=O)OCC(C)C)C3C1=O (stereo not given) | i | i | i | i | i | i | i | i | i | i | i
CCOc1ccc(N2C(=O)CC(N(Cc3ccco3)C(=O)CC)C2=O)cc1 (stereo not given) | i | i | i | i | i | i | i | i | i | i | i
O=S(=O)(c1cccc2cccnc12)N1CCN(c2ccc(F)cc2)CC1 | i | i | i | i | i | i | i | i | i | i | i
O=C(CSc1ccccc1)N1CCCC(N2CCN(c3ccccc3)CC2)C1 (stereo not given) | i | i | i | i | i | i | i | i | i | i | i
COc1cccc(C(=O)Nc2nnc(-c3ccccc3)s2)c1OC | i | i | 10* | i | i | i | i | i | i | i | i
CC(C)OC(=O)c1cc2ccccc2oc1=O | i | i | i | i | i | i | i | i | i | i | i
COCCNC(=O)/C(C#N)=C/c1ccccc1Br | i | i | i | i | 13* | i | i | i | i | i | i
O=C(NCC1CCCO1)C(c1ccc(F)cc1)N(CCCN1CCOCC1)C(=O)c1ccc(-c2ccccc2)[nH]1 (stereo not given) | i | · | i | i | i | i | i | i | i | i | i
CC(c1ccncn1)N(C)Cc1nc(-c2ccc(C(F)(F)F)cc2)no1 (stereo not given) | i | i | i | i | i | i | i | i | i | i | i
CCCc1cc(-c2nc(N)ncc2-c2ccc3c(c2)OCCCO3)c(O)cc1OC | i | i | i | i | i | i | i | i | i | i | i
COc1ccccc1CNC(=O)/C=C/c1ccc(S(=O)(=O)N2CCOCC2)cc1 | i | i | i | i | i | i | i | i | i | i | i
CCCC[C@@H]1CCCO[C@@](C(=O)NCc2ccccn2)(C(F)(F)F)C1 | i | i | i | i | i | i | i | i | i | i | i
CCOc1ccc(Cc2noc3c2C(=O)CC(C)(C)C3)cc1OCC | i | i | i | i | i | i | i | i | i | i | i
Cc1c(Cl)cccc1N1C(=O)CC(NNC(=O)c2cccnc2)C1=O (stereo not given) | i | i | i | i | i | i | i | i | i | i | i
CC(OC(=O)Cc1ccc(F)cc1)C(=O)NCc1ccc2c(c1)OCO2 (stereo not given) | i | i | i | i | i | i | i | i | i | i | i
O=C(CN(Cc1cccs1)C(=O)CNS(=O)(=O)c1ccccc1)NCc1ccco1 | i | i | · | i | i | i | · | · | · | i | i
Cc1ccc(N2C(=O)C3CC(c4ccccc4)=C4C5C=CC(C6C(=O)N(c7ccc(C)cc7C)C(=O)C56)C4C3C2=O)c(C)c1 (stereo not given) | i | i | i | i | i | i | i | i | i | i | i
COCCn1c(SCC#N)nnc1-c1ccc(OC)cc1 | i | i | i | i | i | i | i | i | i | i | i

Brought forward from above: two compounds, followed by the next part.
SMILES | TRPC4 act | ANO1 activ | MrgX1 allo act | TRPC6 activator | TRPC4 potent | RGS4 block | MrgX1 ag | MrgX1 antagonist | TMEM16A inh | TRPC6 inh | TRPC4 block
Cc1ccc(N2C(=O)C3CC(c4ccccc4)=C4C5C=CC(C6C(=O)N(c7ccc(C)cc7C)C(=O)C56)C4C3C2=O)c(C)c1 (stereo not given) | i | i | i | i | i | i | i | i | i | i | i
COCCn1c(SCC#N)nnc1-c1ccc(OC)cc1 | i | i | i | i | i | i | i | i | i | i | i
COc1ccc(S(=O)(=O)N2CCCc3ccccc32)cc1OC | i | i | i | i | i | i | i | i | i | i | i
COc1ccc(Cl)cc1N1C(=O)CC(Sc2ccccc2N)C1=O (stereo not given) | i | i | i | i | i | i | i | i | i | i | i
Cc1cccc(C)c1NC(=O)C(c1ccc(Cl)cc1Cl)N1CCCCC1 (stereo not given) | i | i | i | i | i | i | i | i | i | i | i
Cc1ccc(-c2n[nH]c(=S)n2/N=C/c2cccs2)cc1 | i | i | i | i | i | i | i | i | i | i | i
O=S(=O)(NCCC1CC1(Cl)Cl)c1ccccc1 (stereo not given) | i | i | i | i | i | i | i | i | i | i | i
O=C(CN1CCCCCC1)Nc1cccc2c1OCO2 | i | i | i | i | i | i | i | i | i | i | i
CCCCn1c(N)c(N(CC(C)C)C(=O)CN(C)S(=O)(=O)c2ccc(NC(C)=O)cc2)c(=O)[nH]c1=O | i | i | i | i | i | i | i | i | i | i | i
COc1ccc(OC)c(NC(=O)Nc2ccc3[nH]ccc3c2)c1 | i | i | i | i | i | i | i | i | i | i | i
CCc1cc(=O)oc2cc(OCC(=O)OC)c(Cl)cc12 | i | i | i | i | i | i | i | i | i | i | i
O=C(CCCOc1ccccc1)N1CCN(S(=O)(=O)c2cccc(F)c2)CC1 | i | i | i | i | i | i | i | i | i | i | i
COC(=O)c1nnn(CC(=O)Nc2cccc(OC)c2)c1C(=O)OC | i | i | i | i | i | i | i | i | i | i | i
CC(=O)N(C)N(C)c1cc(C)nc(N)n1 | i | i | i | i | i | i | i | i | i | i | i
Cc1ccc2[nH]cc(C(=O)CCl)c2c1 | i | i | 7.4* | i | i | i | i | i | i | i | i
COc1cccc(NC(=O)CN(C)C(=O)c2ccc(OCc3ccccc3)c(OC)c2)c1 | i | i | i | i | i | i | i | i | i | i | i
CC(OC(=O)CNC(=O)c1ccc(Cl)c(Cl)c1)C(=O)N1CCOCC1 (stereo not given) | i | i | i | i | i | i | i | i | i | i | i
COc1ccccc1NC(=O)Nc1ccc(NC(=O)c2ccccc2O)cc1 | i | i | i | i | i | i | i | i | i | i | i
CCCc1cc(C(=O)NCc2ccco2)no1 | i | i | i | i | i | i | i | i | i | i | i
COc1ccc(/C=C/C(=O)NC2CCN(Cc3ccccc3)CC2)cc1OC | i | i | i | i | i | i | i | i | i | i | i
CN(Cc1ccc2nonc2c1)Cc1nc(CC2CC2)no1 | i | i | i | i | i | i | i | i | i | i | i
Cc1cc(NC(=O)C(C)SCC(=O)Nc2ccccc2OC(F)F)no1 (stereo not given) | i | i | i | i | i | i | i | i | i | i | i
Cc1ccc(NC(=O)CSc2nnc(Cc3ccccc3)c(=O)[nH]2)c(C)c1 | i | i | i | i | i | i | i | i | i | i | i
CC1CCCC(NC(=O)c2cccc(S(=O)(=O)N3CCN(c4ccccc4)CC3)c2)C1C (stereo not given) | i | i | i | i | i | i | i | -9.2* | i | i | i
CCc1ccc(/C=C2\SC(=S)N(CCC(=O)NC3=NCCS3)C2=O)cc1 | i | · | i | i | i | i | i | i | i | i | i
COc1cccc(/C=C/c2nc(C#N)c(NCC(C)C)o2)c1 | i | i | i | i | i | i | i | i | i | i | i
Cc1c(N2C(=O)C(=O)/C(=C(/O)c3ccc(Cl)cc3)C2c2ccccc2)c(=O)n(-c2ccccc2)n1C (stereo not given) | i | i | i | i | i | i | i | i | i | i | i
Fc1cccc(Cl)c1CSc1nnc(CN2CCOCC2)n1-c1ccccc1 | i | i | i | i | i | i | i | i | i | i | i
COC(=O)/C(=C/c1ccc(OC)cc1)NC(=O)c1ccco1 | i | i | i | i | i | i | i | i | i | i | i
CCC(=O)Nc1nc2ccc([N+](=O)[O-])cc2s1 | i | i | i | i | i | i | i | i | i | i | i
O=C1CSC(c2cccnc2)N1Cc1cccnc1 (stereo not given) | i | i | i | i | i | i | i | i | i | i | i
CCCOC(=O)c1ccc(NC(=O)C2C3CCC(C3)C2C(=O)O)cc1 (stereo not given) | i | i | i | i | i | i | i | i | i | i | i
COc1ccc(CNC(=O)c2cnc(C)cn2)cc1 | i | i | i | i | i | i | i | i | i | i | i
CCN(CC(=O)Nc1c(F)cccc1F)C(=O)CSCc1c(C)noc1C | i | i | i | i | i | i | i | i | i | i | i
Cc1ccc2[nH]c(=O)c(COC(=O)c3cccs3)cc2c1 | i | i | i | i | i | i | i | i | i | i | i
Cn1nc(CC(=O)NCc2ccc(F)cc2)c2ccccc2c1=O | i | i | i | i | i | i | i | i | i | i | i
Cc1nonc1NC(=O)CSc1ccccn1 | i | i | i | i | i | i | i | i | i | -5.7* | i
Cc1ccc(C(=O)NCc2ccco2)cc1S(=O)(=O)Nc1cccc(Cl)c1 | i | i | i | i | i | i | i | i | i | i | i
N#CC1=C2Nc3ccccc3N2C(=O)NC1(c1ccccc1)C(F)(F)F (stereo not given) | i | i | i | i | i | i | i | i | i | i | i
C/C(Cn1cnc([N+](=O)[O-])n1)=N\NC(=O)c1cccc(F)c1 | i | i | i | i | i | i | i | i | i | i | i
CC1CCCCC1NC(=O)CCc1nc2sc3c(c2c(=O)[nH]1)CCCC3 (stereo not given) | i | i | i | i | i | i | i | i | i | i | i
Cc1ccc(NC(=O)COc2coc(CN3CCc4ccccc43)cc2=O)cc1Cl | i | i | i | i | i | i | i | i | i | i | i
c1csc(-c2nc(NCCCN3CCOCC3)c3ccccc3n2)c1 | i | i | i | i | i | i | i | i | i | -7.2* | i
O=C(Nc1ccc(C(=O)c2ccccc2)cc1)c1ccccc1 | i | i | i | i | i | i | i | i | i | i | i
Cc1cc(=O)[nH]c(SCC(=O)OCc2ccccc2)c1C#N | i | i | i | i | i | i | i | i | i | i | i
N#C/C(=C/c1ccc(N2CCCCC2)o1)C(=O)Nc1ccc(Cl)cc1 | i | i | i | i | i | i | i | -7.8* | i | i | i
Cc1cc(C)n(-c2ccc(C(=O)Nc3cccc(S(=O)(=O)N4CCCC4)c3)cc2)n1 | i | i | i | i | i | i | i | i | i | i | i
O=C(c1ccccc1NS(=O)(=O)c1cccc(C(F)(F)F)c1)N1CCc2ccccc21 | i | i | i | i | i | i | i | i | i | i | i
Cc1[nH]n(-c2cccc(Cl)c2)c(=O)c1C=NCc1ccco1 | i | i | i | i | i | i | i | i | i | i | i
N#Cc1c(N)n(CCOC(=O)c2cccc(Br)c2)c2nc3ccccc3nc12 | i | i | i | i | i | i | i | i | i | i | i
CCCn1nc(C(=O)Nc2ccc(S(=O)(=O)Nc3nccs3)cc2)c2ccccc2c1=O | i | i | i | i | i | i | i | i | i | i | i
